Bioassay records from PubChem BioAssay.
M5 ag – CHRM5 agonism in calcium assay; AID 624037; CHO-K1 hM5 cells, Fluo-8 calcium fluorescence; 0% DMSO wells, 100% maximal acetylcholine response; actives 0.19% (n = 360,000); activation, % at 3 µM; P08912;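 active = activation above the run's mean over test compounds plus 3 SD, cut at about 23% in these data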;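 also: signal is peak over basal fluorescence ratio across the kinetic read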
Target sequence (P08912 whole entry, looked up): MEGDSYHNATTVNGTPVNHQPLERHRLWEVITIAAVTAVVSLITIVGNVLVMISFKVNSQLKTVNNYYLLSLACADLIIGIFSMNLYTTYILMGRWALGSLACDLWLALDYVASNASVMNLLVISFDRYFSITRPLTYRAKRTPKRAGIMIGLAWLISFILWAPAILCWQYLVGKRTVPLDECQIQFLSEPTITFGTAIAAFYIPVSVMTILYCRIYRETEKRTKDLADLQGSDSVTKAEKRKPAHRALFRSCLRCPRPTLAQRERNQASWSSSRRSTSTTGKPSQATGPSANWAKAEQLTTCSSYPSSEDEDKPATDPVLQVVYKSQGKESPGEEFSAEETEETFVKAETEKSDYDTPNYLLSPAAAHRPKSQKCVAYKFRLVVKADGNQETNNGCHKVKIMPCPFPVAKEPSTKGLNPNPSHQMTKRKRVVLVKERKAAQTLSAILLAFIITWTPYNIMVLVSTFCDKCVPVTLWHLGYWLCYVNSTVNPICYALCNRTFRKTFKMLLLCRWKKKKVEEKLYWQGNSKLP
CHRM4 antagonist – blocks acetylcholine activation of human M4 receptor; CHO-hM4 cells, ACh EC80, Fluo-8 calcium fluorescence; inhibition, % at 3 µM; actives 0.73% (n = 360,000);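 active = inhibition above its plate's cutoff, the mean inhibition of sample wells plus 3 SD, cut at about 27% in these data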;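 also: 0% = acetylcholine EC80 with DMSO and 100% = DMSO without agonist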
Target sequence (P08173 whole entry, looked up): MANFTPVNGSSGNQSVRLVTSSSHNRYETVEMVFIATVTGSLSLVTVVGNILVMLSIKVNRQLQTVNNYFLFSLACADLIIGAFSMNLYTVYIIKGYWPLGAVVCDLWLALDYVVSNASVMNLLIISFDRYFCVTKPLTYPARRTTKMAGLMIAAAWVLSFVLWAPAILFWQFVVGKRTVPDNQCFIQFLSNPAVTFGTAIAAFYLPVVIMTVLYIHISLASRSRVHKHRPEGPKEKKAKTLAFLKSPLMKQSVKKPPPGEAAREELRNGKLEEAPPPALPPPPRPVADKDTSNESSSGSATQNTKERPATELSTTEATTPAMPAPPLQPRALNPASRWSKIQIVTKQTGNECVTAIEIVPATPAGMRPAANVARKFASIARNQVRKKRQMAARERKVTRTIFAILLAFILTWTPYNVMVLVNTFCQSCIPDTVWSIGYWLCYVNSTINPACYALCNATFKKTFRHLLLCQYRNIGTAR
CHRM5 antagonist – blocks acetylcholine activation of human M5 receptor; inhibition, % at 3 µM; AID 624040; actives 0.59% (n = 360,000); CHO-hM5 cells, Fluo-8 calcium fluorescence, ACh EC80; P08912;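 active = inhibition above a per-plate cutoff, the mean of that plate's test compounds plus 3 SD, cut at about 27% in these data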;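 also: 0% = acetylcholine EC80 with DMSO and 100% = DMSO without agonist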
CHRM1 PAM – potentiates human M1 receptor response to acetylcholine; actives 0.088% (n = 360,000); CHO-K1 hM1, Fluo-8 calcium fluorescence, ACh EC20; 0% = ACh EC20, 100% = maximal ACh; activation, % at 3 µM; in the data active = activation above about 19%, passing the limit was not always enough
TAAR1 agonist – agonists of human TAAR1. actives 0.99% (n = 360,000). activation, % at 3 µM. CHO RD-HGA16 TAAR1, Fluo-8 calcium fluorescence; vehicle wells 0%, saturating PEA agonist 100%;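 active = activation above the mean activation of all test compounds in the run plus 3 SD, cut at about 38% in these data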
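Benchmarks: low control DMSO, high control PEA (EC100); System: CHO RD-HGA16 cells carrying human TAAR1 plus Gα16; Detection: Fluo-8 fluorescence, 5 s baseline then 140 s kinetic read; Schedule: 17-24 h plating, Fluo-8 75 min 37 °C, 30 min RT; Read-out basis: % activation from peak over basal fluorescence ratio, DMSO-to-PEA scaled.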
M4 ag – CHRM4 agonism in calcium assay | P08173 | CHO-K1 hM4/Gqi5, Fluo-8 calcium fluorescence; vehicle 0%, full acetylcholine response 100% | activation, % at 3 µM | actives 0.14% (n = 360,000);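 active = activation above the run mean over all test wells plus 3 SD, cut at about 32% in these data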;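 also: peak over basal fluorescence ratio per well then scaled between controls; 0% = DMSO wells and 100% = acetylcholine at EC100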
CHRM5 PAM – positive allosteric modulators of human muscarinic M5 receptor. P08912. CHO-K1 hM5, Fluo-8 calcium, ACh EC20 PAM; 0% = ACh EC20, 100% = ACh EC100. activation, % at 3 µM. actives 0.3% (n = 360,000). AID 624038;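 active = activation above the run cutoff, the mean activation of all test compounds plus 3 SD, cut at about 18% in these data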
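System: CHO-K1 cell line with stable human muscarinic M5 receptor expression | Also added: EC20 acetylcholine as agonist stimulus | Compound: One concentration, 3 µM final (nominal) | Timing: Fluo-8 loading 80 min at 37 °C plus 30 min room temperature | Measured by: Fluo-8 calcium dye fluorescence, kinetic read | Read-out basis: % activation, ACh-normalized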
CHRM1 antagonist – blocks human M1 muscarinic receptor; actives 1.3% (n = 360,000); CHO-K1 hM1, Fluo-8 calcium fluorescence, ACh EC80 antagonist; inhibition, % at 3 µM; P11229; AID 588852;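 active = percent inhibition above its own plate's cutoff, namely the mean of that plate's compound wells plus 3 SD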;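 also: peak over basal fluorescence ratio during 140 s after agonist addition; 0% = ACh EC80 plus DMSO and 100% = DMSO alone without agonist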
M1 ag – activates human CHRM1 receptor; actives 0.33% (n = 360,000); CHO-K1 hM1, Fluo-8 calcium fluorescence, agonist mode; 0% DMSO, 100% acetylcholine EC100; P11229; activation, % at 3 µM;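 active = activation above the run's mean compound activation plus 3 SD, cut at about 16% in these data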;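 also: peak over basal fluorescence ratio within a 140 s kinetic read after compound addition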
An asterisk follows results filed as active; / = not tested or not shown. These rows are one share of the data; rates above refer to the full screens.

SMILES | M5 ag | CHRM4 antagonist | CHRM5 antagonist | CHRM1 PAM | TAAR1 agonist | M4 ag | CHRM5 PAM | CHRM1 antagonist | M1 ag
CCCNC(=O)C1CCC(CNS(=O)(=O)c2cccc3nsnc23)CC1 (stereo unspecified) | -4 | 3 | -1 | 11 | 6 | 1 | 6 | -17 | -3
COc1ccccc1C(=O)NCCC(=O)NC1CCCCCC1 | 2 | -3 | 9 | 3 | 10 | 1 | -1 | -2 | -4
CCC(=O)Oc1ccc(C(=O)Nc2cccc(C(=O)NC(C)(C)C)c2)cc1 | 5 | -10 | -3 | -10 | 12 | 7 | 0 | 7 | 0
CNc1nc(NCc2ccccc2)c2ccccc2n1 | 1 | 2 | -6 | 4 | 25 | 6 | 1 | -8 | -7
COc1cc(NC(=O)c2ccc(OC)c([N+](=O)[O-])c2)ccc1NC(=O)c1cccs1 | 1 | 6 | 4 | 3 | 5 | 0 | -1 | -9 | -4
CC(NC(=O)c1ccc(F)cc1)c1ccccc1 (stereo unspecified) | -1 | 10 | -2 | 8 | 0 | 1 | -2 | -7 | -1
O=C(c1cc(COc2ccc3ncccc3c2)on1)N1CCCCCC1 | 10 | 3 | 27* | -7 | 7 | 22 | -27 | 29 | 5
Cc1c(C(=O)NCc2ccc3c(c2)OCO3)oc2ccc(S(=O)(=O)N3CCCC3)cc12 | 2 | 7 | 11 | -7 | 22 | 15 | -15 | 18 | -2
CCCCNC(=S)Nc1cc([N+](=O)[O-])ccc1C | 1 | 0 | -1 | 0 | 7 | 7 | 1 | 6 | -4
Cc1ccc2c(c1)C(=O)C(=O)N2CC(=O)OC(C)C | 0 | -12 | -7 | 3 | 2 | 2 | 5 | -6 | -1
CCNC(=O)CC1C(=O)N(c2ccc(F)cc2)C(=O)N1CCc1ccc(OC)cc1 (stereo unspecified) | 2 | -8 | -8 | 6 | 3 | 1 | 5 | -5 | -4
Oc1ccc2c(c1)c1c3n2CCNC3CCC1 (stereo unspecified) | -4 | 2 | 3 | 4 | / | 1 | -1 | -3 | -1
CCOc1ccc(CN(C)CC(=O)Nc2ccccc2C(=O)NC2CC2)cc1 | 5 | 2 | -16 | 0 | 4 | 7 | 3 | -3 | -4
CCCOc1ccc2oc(=O)c3c(c2c1)CCCN3C(=O)CN(C)Cc1ccccc1 | -8 | -9 | -2 | -14 | 5 | 1 | 1 | -7 | -5
Cc1cnc(C(=O)N2CCN(S(=O)(=O)c3ccc(F)c(F)c3F)CC2)cn1 | 0 | 4 | 8 | 12 | 4 | 1 | -1 | -10 | -5
Cc1ccc(Cn2nnc3c(=O)[nH]c(C4CCCN(S(=O)(=O)c5ccccc5F)C4)nc32)cc1 (stereo unspecified) | -2 | 1 | 7 | 3 | 1 | 0 | 3 | -5 | -4
CC1=NN(C(=O)CSCc2ccccc2)C(O)(c2ccc(Cl)cc2)C1 (stereo unspecified) | -4 | -3 | 3 | 1 | 2 | 1 | 4 | -3 | -4
CC1CCCN(C(=O)C2CCN(S(=O)(=O)c3cccs3)CC2)C1 (stereo unspecified) | 2 | -5 | -4 | 8 | 8 | 1 | -2 | -17 | 0
Cc1cc(-n2c(C)cc(C(=O)CSc3nnnn3-c3ccc(Cl)cc3)c2C)no1 | 1 | 0 | 5 | -7 | 1 | 0 | -2 | -6 | -2
COc1ccc(NC(=O)C2CCN(C(=O)c3cccs3)CC2)c(OC)c1 | 0 | 1 | 2 | 5 | 5 | 1 | 2 | -10 | -1
COc1ccccc1NC(=O)c1cnc2c(-c3ccccc3)c(C)nn2c1C | 1 | 2 | -2 | -8 | 3 | 5 | -3 | 9 | -6
N=C1SC(c2ccccc2)C(=O)N1c1ncc(Cc2ccccc2Cl)s1 (stereo unspecified) | -4 | -3 | -2 | -15 | 8 | 0 | -8 | 16 | -9
CCOC(=O)c1ccc(NC(=O)c2c(Cl)cc(C)nc2C)cc1 | -4 | -20 | 2 | 22 | 2 | 3 | 5 | -25 | -5
Cc1ccc(C(=O)Cn2c(C(=O)/C=C/c3ccccc3)nc3ccccc32)cc1 | 0 | 3 | 2 | -3 | 1 | 0 | -5 | 17 | 0
COc1ccc(CCNC(=O)c2cccnc2)cc1OC | 0 | 3 | 3 | 11 | 3 | 2 | 2 | -9 | -4
CCc1ccc(NC(=O)C2C3/C=C\CCCCC32)cc1 (stereo unspecified) | 0 | -8 | -4 | -4 | 1 | 0 | -2 | 2 | -3
COc1ccc(CN(C)C(=O)/C=C/c2ccc(S(=O)(=O)N3CCCCCC3)cc2)cc1 | -8 | -8 | 7 | -12 | 15 | 14 | -29 | 21 | -4
CN1CCc2c(sc3c2c(=O)n(-c2ccccc2)c2nncn32)C1 | -1 | -2 | 2 | 8 | 11 | 1 | 7 | -3 | 0
Cc1cc(C(=O)OCC(=O)c2cccs2)c2ccccc2n1 | -1 | -6 | -4 | -3 | 5 | 8 | -8 | 7 | -10
COc1ccc(C(=O)NCC(=O)OCC(=O)NC23CC4CC(CC(C4)C2)C3)cc1 | 2 | -3 | 8 | 4 | 6 | 5 | -9 | 19 | -3

Full records as entered above. Values in the order: M5 ag | CHRM4 antagonist | CHRM5 antagonist | CHRM1 PAM | TAAR1 agonist | M4 ag | CHRM5 PAM | CHRM1 antagonist | M1 ag
Shown for `CC1=NN(C(=O)CSCc2ccccc2)C(O)(c2ccc(Cl)cc2)C1` (stereo unspecified) : -4 | -3 | 3 | 1 | 2 | 1 | 4 | -3 | -4
Shown for `Cc1cc(C(=O)OCC(=O)c2cccs2)c2ccccc2n1` : -1 | -6 | -4 | -3 | 5 | 8 | -8 | 7 | -10
Shown for `COc1ccc(CN(C)C(=O)/C=C/c2ccc(S(=O)(=O)N3CCCCCC3)cc2)cc1` : -8 | -8 | 7 | -12 | 15 | 14 | -29 | 21 | -4
Shown for `COc1ccc(NC(=O)C2CCN(C(=O)c3cccs3)CC2)c(OC)c1` : 0 | 1 | 2 | 5 | 5 | 1 | 2 | -10 | -1

(further entries)
SMILES | M5 ag | CHRM4 antagonist | CHRM5 antagonist | CHRM1 PAM | TAAR1 agonist | M4 ag | CHRM5 PAM | CHRM1 antagonist | M1 ag
COc1ccc(-c2cc(=O)c3ccccc3[nH]2)cc1 | -1 | 13 | 4 | 7 | 9 | 2 | 8 | -6 | -5
CCOc1ccccc1CN1CCNC(=O)C1CC(=O)N(C)CCc1cnn(C)c1 (stereo unspecified) | -4 | 5 | 5 | 8 | 0 | 2 | 3 | -11 | -3
Cc1[nH]c2ccc(C(=O)Nc3ccncc3)cc2c1C | 0 | 8 | 13 | 11 | 4 | 6 | -3 | 6 | -2
COc1ccc2c(-c3cnc(N4CCOCC4)nc3)c(-c3ccc(S(C)(=O)=O)cc3)sc2c1 | 1 | 3 | 5 | 6 | 19 | 2 | 0 | -1 | 1
CCc1cccc(CC)c1NC(=O)CSc1nc2ccc(N3C(=O)C4C(C3=O)[C@H]3C=C[C@@H]4C3)cc2s1 (stereo partly specified) | 2 | -1 | 3 | -4 | 2 | 6 | -12 | -6 | -6
COc1ccccc1NC(=O)C1CCCN(S(=O)(=O)c2cccc3nsnc23)C1 (stereo unspecified) | -5 | 5 | 5 | -7 | 7 | 8 | -40 | 8 | -2
O=C(c1ccc(OC2CCN(CCc3ccccc3)CC2)cc1)N1CCCC(CO)C1 (stereo unspecified) | -18 | -5 | 4 | -1 | 1 | 2 | -11 | -7 | -5
CCc1ccccc1NC(=O)COC(=O)c1cccs1 | -1 | -4 | 1 | 12 | -2 | 0 | 4 | -5 | 0
Cc1ccc(N(C(C)C(=O)Nc2ccccc2C(=O)N2CCOCC2)S(C)(=O)=O)cc1C (stereo unspecified) | -1 | -1 | 1 | -4 | 2 | 1 | 0 | 18 | -2
COc1ccc(C(C)C)cc1S(=O)(=O)N1CCN(C)CC1 | -7 | 0 | 6 | 11 | 2 | 0 | 2 | -12 | -2
CCc1[nH]nc2c1C(c1cccc(OC(=O)N3CCOCC3)c1)C(C#N)=C(N)O2 (stereo unspecified) | 0 | 6 | -2 | 4 | 3 | 1 | 2 | -16 | -5
COc1ccc(C(CNC(=O)c2ccc(OCc3c(C)noc3C)cc2)N2CCCC2)cc1 (stereo unspecified) | -9 | 1 | 9 | -9 | 2 | 4 | -6 | 2 | -7
CCOC(=O)C1=C(C)NC2=C(C(=O)c3ccccc32)C1c1ccc([N+](=O)[O-])o1 (stereo unspecified) | 3 | 1 | 5 | 7 | 3 | 9 | -1 | -8 | -4
O=C1CN(C(=O)COc2ncnc3ccccc23)c2ccccc2N1 | -2 | -6 | 7 | 7 | 3 | 0 | 0 | -8 | -3
C=C(C)c1cccc(C(C)(C)NC(=O)Nc2ccc(Cl)cn2)c1 | 2 | -7 | 5 | -1 | -1 | 3 | -5 | 2 | -6

An excerpt from above with just TAAR1 agonist and CHRM1 PAM:
Molecule,TAAR1 agonist,CHRM1 PAM
CCc1[nH]nc2c1C(c1cccc(OC(=O)N3CCOCC3)c1)C(C#N)=C(N)O2 (stereo unspecified),3,4
C=C(C)c1cccc(C(C)(C)NC(=O)Nc2ccc(Cl)cn2)c1,-1,-1

Continued:
SMILES | M5 ag | CHRM4 antagonist | CHRM5 antagonist | CHRM1 PAM | TAAR1 agonist | M4 ag | CHRM5 PAM | CHRM1 antagonist | M1 ag
Clc1ccccc1Cc1noc(CN2CCN(c3cnccn3)CC2)n1 | -3 | 3 | 6 | 4 | 2 | 3 | 2 | -5 | -4
Cc1ccc(C)c(NC(=O)CCOc2ccccc2)c1 | -3 | 0 | 3 | 6 | 4 | 0 | 5 | -7 | -3
CC(C)C[C@H]1CN([C@@H](Cc2ccc(O)cc2)CN2CCC[C@@H]2CN2C(=O)C(=O)NC[C@@H]2Cc2ccccc2)C(=O)C(=O)N1CC1CCCCC1 | -1 | 16 | 15 | -5 | -1 | -1 | -7 | 2 | -9
Cc1[nH]c2ccccc2c1SCC(=O)N1CCC(C)CC1 | -3 | -10 | -3 | 7 | 7 | 2 | -5 | -4 | -12
N=C1c2ccccc2-c2ccccc21 | 2 | -17 | 4 | 10 | 1 | 0 | -1 | -11 | -5
C#CCNC(=O)C[C@@H]1C[C@@]2(C(=O)OC)CCCCC=C2N(CCc2ccc(OC)c(OC)c2)C1=O | 6 | -14 | 2 | / | 4 | 14 | -7 | / | /
CC(C)(C)OC(=O)NC(CNCc1ccccc1)Cc1ccccc1 (stereo unspecified) | 0 | -2 | 2 | 0 | 12 | 0 | -9 | 3 | -1
CCOc1ccc2oc(-c3ccccc3)c(C(=O)N3CCN(C)CC3)c2c1 | 2 | -1 | 10 | -11 | 24 | 14 | -10 | 13 | -2
Cc1ccc(Cn2c(Sc3nccc(C)n3)nc3c2c(=O)[nH]c(=O)n3C)cc1 | 1 | 0 | -3 | 4 | 5 | 2 | 5 | 1 | 0
CCN(CC)CCNC(=O)c1ccc(NC(=O)Nc2cccc3ccccc23)cc1 | -9 | -8 | 0 | 3 | -3 | 1 | -2 | -18 | -12
O=C(CC1(C(F)(F)F)OCCO1)Nc1ccc2c(c1)OCO2 | 2 | 6 | 7 | 3 | 5 | 4 | -4 | -6 | -3
Cc1csc2ncc(C(=O)N3CCc4ccccc43)c(=O)n12 | -1 | -18 | -7 | 8 | 1 | 0 | 7 | -16 | -3
O=C(Nc1ccc([N+](=O)[O-])cc1)N1CCCCC1 | 1 | -3 | 14 | 4 | 0 | 0 | -1 | -6 | -1
